High-throughput results from PubChem BioAssay.
ERAP1 HTS inh: inhibitors of human ERAP1 aminopeptidase; recombinant ERAP1, Leu-AMC fluorescence, 60 min; inhibition, % at 10.7 µM; 340,000 tested, 0.15% active; AID 652197;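 active = mean replicate inhibition of at least 30%, or all replicates individually reaching that 30% level; inactive = mean below 30% and not every replicate reaching it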;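 note: 0% = neutral control wells and 100% = L-leucinethiol positive control wells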
Target sequence (Q9NZ08 whole entry, looked up): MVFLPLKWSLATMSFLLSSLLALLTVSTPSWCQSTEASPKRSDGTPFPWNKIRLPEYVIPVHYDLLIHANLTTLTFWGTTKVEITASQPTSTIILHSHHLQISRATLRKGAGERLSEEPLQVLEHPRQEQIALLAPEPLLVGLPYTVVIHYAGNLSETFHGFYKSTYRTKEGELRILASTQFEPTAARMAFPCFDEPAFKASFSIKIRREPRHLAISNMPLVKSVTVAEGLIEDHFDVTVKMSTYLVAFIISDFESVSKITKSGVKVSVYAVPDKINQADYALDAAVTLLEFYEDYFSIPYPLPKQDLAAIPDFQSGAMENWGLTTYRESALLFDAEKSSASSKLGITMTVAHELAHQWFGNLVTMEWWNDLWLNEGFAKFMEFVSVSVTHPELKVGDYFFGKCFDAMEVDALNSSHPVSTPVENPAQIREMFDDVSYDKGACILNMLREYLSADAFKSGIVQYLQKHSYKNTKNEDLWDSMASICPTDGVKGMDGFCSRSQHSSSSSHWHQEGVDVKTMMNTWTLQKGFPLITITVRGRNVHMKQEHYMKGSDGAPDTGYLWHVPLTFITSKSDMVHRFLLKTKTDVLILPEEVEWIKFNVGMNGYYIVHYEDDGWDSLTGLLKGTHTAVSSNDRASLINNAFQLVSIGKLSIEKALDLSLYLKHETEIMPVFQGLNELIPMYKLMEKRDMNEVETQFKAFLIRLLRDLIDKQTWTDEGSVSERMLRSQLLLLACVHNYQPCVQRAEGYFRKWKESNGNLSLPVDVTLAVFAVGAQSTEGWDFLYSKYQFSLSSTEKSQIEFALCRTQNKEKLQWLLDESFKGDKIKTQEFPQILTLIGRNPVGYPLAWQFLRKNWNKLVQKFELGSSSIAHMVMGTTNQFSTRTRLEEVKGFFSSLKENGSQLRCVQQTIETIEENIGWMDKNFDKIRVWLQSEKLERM
PGC1a acetyl inh: modulators of PGC1a acetylation | U2OS PGC1a acetylation, AlphaScreen anti-acetyl-lysine; with virally co-expressed GCN5 acetyltransferase | inhibition, % at 15.6 µM | 350,000 tested, 0.17% active | AID 651687;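 active = every replicate shows inhibition of at least 40%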;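 note: 0% = neutral control wells and 100% = positive control wells; some results beyond the cut were filed as inactive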
LGR2 inh: blocks bursicon-induced cAMP signaling via Drosophila LGR2 | HEK293 LGR2, CRE-luciferase, bursicon-stimulated, 4 h | inhibition, % at 9.99 µM | 380,000 tested, 0.35% active;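 active = drop in luminescence signal, shown as inhibition above about 50% in the replicate tests, limit read from the data, passing the limit was not always enough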;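 note: agonist challenge used bursicon conditioned medium at about half maximal strength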
SIRT5 inh: inhibitors of human sirtuin-5 desuccinylase. Purified SirT5, succinyl-peptide AMC, trypsin-coupled fluorescence. AID 652115. Q9NXA8. 330,000 tested, 1.1% active. inhibition, % at 15 µM; in the data active = inhibition above about 15%
Xi reactivation: reactivates the inactive X chromosome in mouse fibroblasts. XiGFP mouse fibroblasts, % GFP-positive cells imaging, 3 d; cells co-treated with 5-aza-dC sensitizer; scaled so ellipticine positive control = 100%. activation, % at 7.58 µM. 360,000 tested, 0.055% active. AID 743238;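 active = mean normalized replicate activation at least 10% and every replicate at or above 10%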;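 note: 0% = median of on-plate neutral control wells and 100% = ellipticine 6 µM median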
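System: 68-5-11 XiGFP fibroblast line | Buffer or medium: DMEM containing 5-aza-dC | Compound: Single point | Times: Compounds 3 days, fix/stain 15 min at room temperature | Benchmarks: Positive control ellipticine, 6 µM final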
Statin myotox sup: protects C2C12 myotubes from simvastatin toxicity; 330,000 tested, 0.78% active; rescue of ATP level, % at 7.49 µM; AID 602340; ATP luminescence, 48 h; scaled: DMSO 0, geranylgeraniol control 100;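 active = mean ATP rescue above about 67%, or every replicate alone reaching that limit, limit read from the data, passing the limit was not always enough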;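 note: myotubes were challenged with 10 µM simvastatin during compound exposure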
Cneo AK release: Cryptococcus neoformans lysis via adenylate kinase release; C. neoformans lysis, adenylate kinase release luminescence, 4 h; normalised: neutral wells 0, clomiphene wells 100; lysis activity, % at 15 µM; 360,000 tested, 0.2% active;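 active = mean lysis activity across replicates of at least 80%, whatever share of replicates individually reach that level; inactive = mean lysis activity below 80%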
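Assay system: log-phase C. neoformans yeast / Quantity: yeast cell density of 5 × 10^6 cells/mL / Medium: fresh YPD growth medium / Compound: single dose / Timing: static 4 h at 37 °C with compound, 1 h detection / Measured by: adenylate kinase release luminescence / Read-out: lysis from increased AK signal / Benchmarks: Clomiphene as positive lysis control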
S100A4 inh HTS: blocks human S100A4 binding to myosin IIA peptide. P26447. S100A4/TAMRA-MyoIIA peptide fluorescence polarization. inhibition, % at 10.7 µM. 360,000 tested, 0.14% active. AID 652163;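 active = mean inhibition of at least 70% across replicates, with every replicate also reaching that level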
Target sequence (P26447 whole entry, looked up): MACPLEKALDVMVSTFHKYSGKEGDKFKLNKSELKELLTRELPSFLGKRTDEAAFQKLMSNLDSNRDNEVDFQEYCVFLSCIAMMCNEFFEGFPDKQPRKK
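Test system: S100A4 monomer protein; Medium: HEPES pH 7.2 with CaCl2, KCl, NaCl, DTT, Triton; Probe or stimulus: TAMRA-labelled myosin IIA heavy-chain peptide probe, 5 nM; Doses: one dose per compound; Times: polarization read 5 min after assay mix addition, stable 5–60 min; Benchmarks: neutral control DMSO, positive control TFP.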
Active calls of the source: *; nt = no result given; & = joins results of further samples. A portion of the library; rates above refer to the full screens.

SMILES	ERAP1 HTS inh	PGC1a acetyl inh	LGR2 inh	SIRT5 inh	Xi reactivation	Statin myotox sup	Cneo AK release	S100A4 inh HTS
Cn1nccc1/C=N\NC(=O)c1ccc(Cl)cc1	3	0	-14	4	0.0	1	-1	-3
CCCCNC(=O)C1(C)CCCCN1Cc1ccc(OCc2ccccc2)cc1 (configuration not stated)	2	nt	-6	-4	0.0	12	2	-3
COC(=O)C1CCN(C2CN(C3CCCCC3)S(=O)(=O)C2)CC1 (configuration not stated)	8	-1	10	-3	0.1	1	2	-9
CCN1C(=O)[C@@H]2[C@@H](c3ccc(-c4ccc(OC)cc4)cc3)N3CCC[C@@]3(C(=O)OC)[C@@H]2C1=O	8	-6	nt	1	0.0	9	0	-12
COC(=O)c1ccc2nc(NC(=O)C(C)(C)C)sc2c1	0	1	64*	-3	0.1	nt	nt	-3
COc1cc2c(cc1OC)CN(Cc1cc(OC)c(O)c(OC)c1)CC2	5	1	3	0	0.3	16	nt	-3
CO[C@@H]1CC[C@H]2CCOc3c(C#N)cccc3C(=O)N(C)C[C@@H](OC)[C@H](C)C(=O)N(C)C[C@@H]1O2	-5	nt	-10	-3	0.2	15	1	20
CN(C(=O)COC(=O)COc1ccc(Cl)cc1Cl)c1c(N)n(Cc2ccccc2)c(=O)[nH]c1=O	-2	nt	11	0	-0.2	nt	nt	-3
COCCNC(=O)C[C@@H]1C[C@@H]2c3cc(NC(=O)Nc4ccc(OC)cc4)ccc3O[C@@H]2[C@H](CO)O1	1	-1	-25	1	0.5	2	-2	-3
CC(=O)C1=C(C)NC(SCc2cccc3ccccc23)=C(C#N)C1c1ccco1 (configuration not stated)	-3	nt	7	-2	0.6	nt	nt	-8

An excerpt from above in order of their number in ERAP1 HTS inh, smallest number first:
SMILES,ERAP1 HTS inh
CC(=O)C1=C(C)NC(SCc2cccc3ccccc23)=C(C#N)C1c1ccco1 (configuration not stated),-3
CN(C(=O)COC(=O)COc1ccc(Cl)cc1Cl)c1c(N)n(Cc2ccccc2)c(=O)[nH]c1=O,-2
COC(=O)c1ccc2nc(NC(=O)C(C)(C)C)sc2c1,0
CCCCNC(=O)C1(C)CCCCN1Cc1ccc(OCc2ccccc2)cc1 (configuration not stated),2
COc1cc2c(cc1OC)CN(Cc1cc(OC)c(O)c(OC)c1)CC2,5

Next part.
SMILES	ERAP1 HTS inh	PGC1a acetyl inh	LGR2 inh	SIRT5 inh	Xi reactivation	Statin myotox sup	Cneo AK release	S100A4 inh HTS
CNCCOc1ccccc1OC(C)C	-4	nt	12	1	0.0	nt	nt	-2
CC(=O)c1cccc(-c2cnc3c(NC=O)cc(-c4ccc(C(=O)N5CCOCC5)cc4)cn23)c1	-7	-6	4	14	-0.1	-61	0	-6
CO[C@H]1CN(C)C(=O)c2ccc(NC(C)=O)cc2OC[C@@H](C)N(C(=O)C2CCCCC2)C[C@@H]1C	-2	nt	-1	3	0.0	4	-2	4
C[C@@H]1CN([C@@H](C)CO)C(=O)CCCn2cc(nn2)CO[C@@H]1CN(C)Cc1ccncc1	nt	-6	8	nt	0.0	-5	nt	nt
Cc1cc(C)n(-c2nc3ccccc3c(=O)n2OCCOc2ccccc2)n1	nt	-11	3	nt	nt	99*	2	nt
COC(=O)[C@]1(C)N[C@H](CN(C)C(C)=O)[C@@H]2C(=O)N(C)C(=O)[C@@H]21	4	nt	1	nt	0.1	4	-2	2
CCCN(C)C[C@@H]1Oc2ncc(Br)cc2C(=O)N([C@@H](C)CO)C[C@@H]1C	0	-9	22	-2	0.6	4	-1	2
Cn1cc(C(=O)N/N=C/C2=C(N3CCOCC3)C(=C/c3ccc([N+](=O)[O-])cc3)/CC2)ccc1=O	-1	-3	-16	-1	0.0	-3	0	-18
Clc1ccc(-n2cccc2/C=N/n2cnnc2)cc1	nt	0	2	nt	nt	-7	1	nt
COc1cc(NC(=O)c2cccc(Cl)c2)c(OC)cc1NC(=O)CN1CCCCC1	-1	-19	2	-2	0.1	nt	nt	16

In the list so far, 4 contain an aryl methoxy group:
SMILES	ERAP1 HTS inh	PGC1a acetyl inh	LGR2 inh	SIRT5 inh	Xi reactivation	Statin myotox sup	Cneo AK release	S100A4 inh HTS
CCN1C(=O)[C@@H]2[C@@H](c3ccc(-c4ccc(OC)cc4)cc3)N3CCC[C@@]3(C(=O)OC)[C@@H]2C1=O	8	-6	nt	1	0.0	9	0	-12
COc1cc2c(cc1OC)CN(Cc1cc(OC)c(O)c(OC)c1)CC2	5	1	3	0	0.3	16	nt	-3
COCCNC(=O)C[C@@H]1C[C@@H]2c3cc(NC(=O)Nc4ccc(OC)cc4)ccc3O[C@@H]2[C@H](CO)O1	1	-1	-25	1	0.5	2	-2	-3
COc1cc(NC(=O)c2cccc(Cl)c2)c(OC)cc1NC(=O)CN1CCCCC1	-1	-19	2	-2	0.1	nt	nt	16

Next structures follow:
SMILES	ERAP1 HTS inh	PGC1a acetyl inh	LGR2 inh	SIRT5 inh	Xi reactivation	Statin myotox sup	Cneo AK release	S100A4 inh HTS
CN1CCN(C(=O)C[C@@H]2CC[C@H]3[C@@H](COC[C@@H](O)CN3C(=O)Nc3cc(Cl)cc(Cl)c3)O2)CC1	2	-1	-4	-2	0.0	4	-4	-2
CCCCN(CC)CCCNC(=O)c1cc2c(=O)[nH]c3ccccc3c2s1	3	-27	-7	-25	0.3	1	3	-12
C[C@H]1COC(=O)[C@@H](Cc2ccc(F)cc2)CC/C=C\C[C@H](CC(=O)NCCO)C(=O)N1	0	4	6	nt	0.1	nt	0	-4
CCOC(=O)c1c(C)[nH]c(NC(=O)Nc2ccc(NC(C)=O)cc2)c1C	-2	1	-2	-3	0.0	-16	0	-3
COc1ccccc1C(=O)NCC(=O)N/N=C/c1ccncc1	0	nt	6	-3	0.0	nt	nt	-5
COC(=O)c1ccccc1NC(=O)CCc1ccccc1	-1	-10	0	-1	0.0	nt	1	0
COc1ccc(C2/C=C\CN(C(=O)c3ccc(C)cc3)CC(=O)N2Cc2ccc(F)cc2)cc1 (configuration not stated)	3	-12	4	2	0.0	23	0	2
COc1ccc(C(=O)N/C(=C\c2cccs2)C(=O)N2CCN(C)CC2)cc1OC	2	nt	13	-2	0.0	-13	-1	3
CCOc1ccc2oc(C(=O)Nc3ccc(C)cn3)c(C)c2c1	-2	nt	-62	nt	-0.1	7	-2	-1
C=CCn1cccc(C(=O)Nc2cc(OC)c(OC)c(OC)c2)c1=O	-1	-16	14	3	-0.1	nt	nt	-1
COc1ccccc1C#Cc1ccc([C@H]2[C@@H](CO)N3CCCCN(C(=O)C4CC4)C[C@H]23)cc1	5	-27	nt	3	nt	nt	0	-9
CCC(=O)N1CCN(c2ccc(Cl)cc2NC(=O)c2ccc(N3CCCC3)c([N+](=O)[O-])c2)CC1	nt	-45	-11	nt	nt	15	-2	nt
N#CCCn1cc(C(=O)Nc2ccc(C(=O)O)cc2)c(-c2cccs2)n1	-4	nt	29	-2	0.2	nt	nt	2
O=C(NCCS(=O)(=O)N1CCCCC1)c1ccccc1	0	nt	-2	-2	0.1	4	0	3
COCCN(C(=O)COC(=O)CCc1ccccc1)c1c(N)n(Cc2ccccc2)c(=O)[nH]c1=O	-6	4	-2	0	-0.1	-8	4	3
OC[C@H]1[C@@H](c2ccccc2)C2(CN(Cc3nccs3)C2)N1CC1CCOCC1	-1	-4	-26	-5	0.2	nt	nt	-9
C[C@H](CO)N1C[C@H](C)[C@H](CN(C)C(=O)Nc2cccc(C(F)(F)F)c2)OCc2ccccc2-c2c(n(C)c3ccccc23)C1=O	1	2	6	4	-0.1	nt	nt	3
Cc1occc1-c1nnc(SCC(=O)NCCc2ccccc2)n1C(C)c1ccccc1 (configuration not stated)	11	-3	nt	2	nt	5	14	-4
COc1ccc(CN2CCC(n3nccc3NC(=O)C3CCCC3)CC2)c(OC)c1	2	nt	11	-1	0.0	1	3	-1
C[C@H](CO)N1C[C@H](C)[C@@H](CN(C)C(=O)c2ccccc2)OCCCC[C@H](C)Oc2ccc(NC(=O)Nc3cccc4ccccc34)cc2C1=O	0	-1	22	3	-0.1	nt	1	-11

Overlap with the part before: 3 compounds, followed by the next part.
SMILES	ERAP1 HTS inh	PGC1a acetyl inh	LGR2 inh	SIRT5 inh	Xi reactivation	Statin myotox sup	Cneo AK release	S100A4 inh HTS
Cc1occc1-c1nnc(SCC(=O)NCCc2ccccc2)n1C(C)c1ccccc1 (configuration not stated)	11	-3	nt	2	nt	5	14	-4
COc1ccc(CN2CCC(n3nccc3NC(=O)C3CCCC3)CC2)c(OC)c1	2	nt	11	-1	0.0	1	3	-1
C[C@H](CO)N1C[C@H](C)[C@@H](CN(C)C(=O)c2ccccc2)OCCCC[C@H](C)Oc2ccc(NC(=O)Nc3cccc4ccccc34)cc2C1=O	0	-1	22	3	-0.1	nt	1	-11
Cc1nc(CS(=O)(=O)c2ccc(Cl)cc2)sc1C(=O)O	nt	nt	-3	0	0.1	nt	nt	-7
COc1cccc(S(=O)(=O)N[C@H]2CC[C@H](CCn3cc(-c4ccc(F)cc4)nn3)O[C@H]2CO)c1	5	0	19	-4	-0.4	13	0	0
O=C(O)c1ccccc1NS(=O)(=O)c1cccc2cccnc12	nt	-1	6	nt	nt	9	1	nt
CCC(C)NC(=O)C1(N2C(=O)c3ccccc3C2=O)CCCC1 (configuration not stated)	-1	-2	-7	-4	0.2	-8	1	2
CCC(=O)N1C[C@H](C)[C@@H](OC)CN(C)C(=O)c2cc(NC(=O)Nc3ccccc3)ccc2OC[C@H]1C	-4	-2	-24	10	0.1	-2	-1	-14
COc1cc(OC)c(/C=N/N2CCN(c3ccccc3OC)CC2)c(OC)c1	nt	nt	-1	-1	0.2	14	5	-3
C[C@@H]1CN([C@@H](C)CO)C(=O)CCCn2cc(nn2)CO[C@H]1CN(C)S(=O)(=O)c1cccc(F)c1	-1&0&-1	3&0&-2	10&10	-3&2&-2	0.5	0&-24&0	1&-1&-20	-2&2&-18
C=CCNC(=S)Nc1c(N)n(C)c(=O)n(C)c1=O	nt	-2	-5	-4	1.4	nt	0	0
CCC(C(=O)NC1CC(C)(C)NC(C)(C)C1)c1ccccc1 (configuration not stated)	1	-21	-8	0	0.1	3	1	1
CC(C)CCNC(=O)CN(Cc1ccco1)C(=O)c1snc(C(N)=O)c1N	-3	-9	45	0	0.0	1	-2	-1
Cn1c(=O)c2c(ncn2CC(O)CNc2ccc(F)cc2)n(C)c1=O (configuration not stated)	5	10	-3	-6	0.3	nt	nt	-7
CCc1c(C)nc(N)nc1OCC(F)(F)C(F)F	nt	0	-1	nt	nt	-21	1	nt
NNC(=O)c1ccc(COCC(F)(F)F)cc1	-1	nt	2	nt	0.0	-4	nt	-1
Cc1ccc(SCC(=O)NCc2ccccc2)cc1	0	-3	-26	-2	0.3	22	-6	0
CC(=O)c1ccc(S(=O)(=O)Oc2ccc(C(=O)O)cc2Cl)cc1	1	5	-13	-2	-0.1	6	-1	6
Cc1ccc(NC(=O)[C@@H]2CCCN2C(=O)c2cccs2)cc1S(=O)(=O)N1CCCCC1	1	3	29	-3	0.0	10	-2	0
CC1(C(=O)NCc2ccccc2)CSCC(=O)N1CCCN1CCOCC1 (configuration not stated)	-5	nt	6	1	nt	nt	nt	-1
O=C(CNC(=O)c1ccco1)Nc1ccc(F)c(Cl)c1	-4	20	0	-5	0.0	3	-3	1
O=C(Nc1c2c(nn1-c1ccccc1)CS(=O)(=O)C2)c1cc2ccccc2o1	-5	nt	1	-3	-0.1	11	-5	-4
